NTR1 ag = NTR1-driven beta-arrestin-GFP spot formation – imaging, U2OS cells, high content, primary screen (AID 493036) | P30989 | activation, % at 20 µM | actives 0.17% (n = 330,000) | agonist mode;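 active means activation at or above 40% of the spot to cytoplasm intensity ratio, with at least 20 cells analyzed; inconclusive means wells under 20 cells, flagged as cytotoxic or low count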;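 further: 0% = DMSO without peptide and 100% = 100 nM NTR1 peptide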
Target sequence (P30989 whole entry, looked up): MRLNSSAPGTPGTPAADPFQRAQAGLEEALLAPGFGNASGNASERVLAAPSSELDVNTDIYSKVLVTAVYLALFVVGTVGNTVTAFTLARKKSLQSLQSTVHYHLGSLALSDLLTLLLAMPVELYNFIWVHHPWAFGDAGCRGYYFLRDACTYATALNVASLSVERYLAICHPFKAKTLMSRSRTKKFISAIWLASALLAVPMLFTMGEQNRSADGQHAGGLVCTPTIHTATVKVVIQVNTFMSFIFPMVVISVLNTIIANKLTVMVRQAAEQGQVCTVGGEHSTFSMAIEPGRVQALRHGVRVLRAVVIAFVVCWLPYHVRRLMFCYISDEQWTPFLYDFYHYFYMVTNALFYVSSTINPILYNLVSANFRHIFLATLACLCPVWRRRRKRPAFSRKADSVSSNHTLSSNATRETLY
K1F lysis inhibition = protection from phage-mediated lysis, alamar blue read-out – E. coli UTI89, K1F phage, bacterial capsule biogenesis inhibitors (AID 488966); E. coli UTI89 K1F phage lysis, alamar blue, 2 h; higher % means a stronger effect; inhibition, % at 100 µM; hits with a dose series show IC50 in µM; actives 0.02% (n = 340,000);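 active means phage lysis inhibition, versus mean bacterial control, above a set limit; inconclusive means no clear call, values can overlap the other calls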;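 further: capsule biogenesis inhibitors block K1F phage lysis so surviving cells raise fluorescence; higher fluorescence means more inhibition of phage lysis; actives were called in the ten point dose series up to 300 µM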
PhoP inhibition = PhoP-dependent GFP reporter repression – Salmonella Typhimurium, primary screen (AID 1863). S. Typhimurium PhoP-regulated promoter GFP reporter, 4 h; higher % means a stronger effect. actives 0.16% (n = 300,000). inhibition, % at 50 µM; hits with a dose series show IC50 in µM;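 active means inhibition over 29.93%, a cutoff 3 SD above the screen mean, later confirmed by dose response; inconclusive means inhibition over 29.93% but no dose response follow-up; inactive means inhibition at most 29.93% or unconfirmed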;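 further: 0% = low Mg2+ inducing control and 100% = high Mg2+ repressing control; strong numbers were not always called active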
Rac1 GTP hydrolysis = MgcRacGAP GTPase-activating activity inhibitors, confirmation, biochemical, ADP Hunter fluorescence. AID 624330. inhibition, % at 30 µM; hits with a dose series show IC50 in µM. actives 0.6% (n = 340,000). MgcRacGAP-stimulated Rac1 GTP hydrolysis, ADP Hunter fluorescence; higher % means a stronger effect; GST-tagged Rac1 F28L mutant substrate;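 active means first-screen hits whose inhibition reached a set limit at any dose in the follow-up dose series; inconclusive means inhibition above the set first-screen limit but never retested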;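 further: fluorescence reports GDP produced by GAP-driven GTP hydrolysis; strong numbers were not always called active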
SV40 large T antigen = TAg ATPase/helicase activity blockers – biochemical (AID 1903); SV40 large T antigen ATPase/helicase inhibition assay; higher % means a stronger effect; actives 0.39% (n = 310,000); inhibition, % at 20 µM; hits with a dose series show IC50 in µM; in the data active means a potency from the dose series; inconclusive means inhibition mostly from about 32% at the one dose, without a potency; inactive means the rest, 99 in 100 with inhibition below about 32%; further: strong numbers were not always called active
RSV antiviral HEp-2 = RSV antiviral activity via CPE protection, HEp-2 cells, primary 10 µM value included (AID 2391) | HEp-2 cells, RSV-induced CPE inhibition; higher % means a stronger effect | CPE inhibition, % at 10 µM, or IC50 in µM where a hit was titrated | actives 0.13% (n = 310,000); in the data active means a potency from the dose series; inconclusive means CPE inhibition mostly from about 23% at the one dose, without a potency; inactive means the rest, 99 in 100 with CPE inhibition below about 21%; further: strong numbers were not always called active
Dengue-2 NS5 capping = Dengue-2 NS5 methyltransferase inhibitors, primary screen, biochemical, confirmation dose response (AID 588689) | one-dose inhibition, % at 25 µM; IC50 in µM for titrated hits | actives 0.3% (n = 340,000) | Dengue-2 NS5 methyltransferase capping enzyme assay, biochemical; higher % means a stronger effect; in the data active means a potency from the dose series; inconclusive means inhibition above about 29% without an active follow-up result
T cell HTS = T cell immune modulation candidate. actives 0.068% (n = 330,000). 2C CD8+ T cell-vesicle binding, flow cytometry; stronger effect = lower value. calls only at 7 µM. AID 2052;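 active means response, share of CD8 T cells binding vesicles, and their 90th percentile fluorescence all below set limits, cut at about 80% in these data, passing the limit was not always enough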
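incubation = binding step 1.5 h, 37 °C, antibody labelling 20 min, ice | test system = 2C mouse CD8+ T cells | read-out basis = percent CD8+ FL2 mean versus row control | controls = Peptide-free naked vesicles (low) and QL9 vesicles with 0.7% DMSO vehicle (high) | detection = flow cytometry of vesicle-bound cells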
West Nile antiviral = West Nile virus antiviral activity, cell-based, CPE readout (AID 1621); West Nile virus-infected cells, CPE inhibition; higher % means a stronger effect; actives 0.02% (n = 290,000); CPE inhibition, % at 10 µM, or IC50 in µM where a hit was titrated; in the data active means a potency from the dose series; inconclusive means CPE inhibition mostly from about 3.7% at the one dose, without a potency; inactive means the rest, 99 in 100 with CPE inhibition below about 2.2%; further: strong numbers were not always called active
T cell HTS vesicle-bound % = second read-out of T cell HTS, no call of its own (marks repeat the call); double positive events, %; measured here: CD8+ vesicle-bound cell fraction;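 binding gate set so that unloaded-vesicle control wells show 10% double positive cells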
NTR1 ag cell count 20 µM = second read-out of NTR1 ag, no call of its own (marks repeat the call); cell count; measured here: cell count, cytotoxicity flag
Dengue-2 NS5 capping pilot replicate = further read-out of Dengue-2 NS5 capping, marked with its call; inhibition, %; measured here: pilot screen replicate inhibition
* marks the source's active call; other numbers are inactive results; i = inactive; ? = inconclusive; . = not tested or not shown; [ ] = another dose, or the depositor's remark.

SMILES	NTR1 ag	NTR1 ag cell count 20 µM	K1F lysis inhibition	PhoP inhibition	Rac1 GTP hydrolysis	SV40 large T antigen	RSV antiviral HEp-2	Dengue-2 NS5 capping	T cell HTS	T cell HTS vesicle-bound %	West Nile antiviral	others
COc1ccc(/C=N/N2CCN(C)CC2)cc1O	0.0	58	0.3%	17.4%	39.2µM*	25.7%	0.6%	1.4%	i	37.1	0.3%
O=[N+]([O-])c1ccc(Cl)c(S(=O)(=O)Nc2cccc(-c3ccc(N4CCCC4)nn3)c2)c1	1.9	77	0.1%[50 µM]	-0.1%	4.5%	13.0%	55.0%	0.0%	i	40.0	.
Cc1ccc(C(=O)NCCN2C3=NC[C@H](C(C)C)N3C[C@H]2Cc2ccc(O)cc2)cc1Br	6.0	97	7.3%	4.3%	-1.1%	14.6%	-1.0%	-5.0%	i	54.9	-0.4%
NS(=O)(=O)c1ccc(N=NN2CCCCC2)cc1	-1.1	37	0.2%	-0.4%	7.3%	3.7%	-0.2%	-8.6%	i	39.9	0.1%
CC/C(=C\C(=O)c1ccncc1)Nc1ccc(Br)cc1	0.0	51	-0.3%	0.1%	13.9%	14.6%	.	6.2%	i	8.0	0.4%
CCN1CCN(S(=O)(=O)c2cc(OC)c(Cl)cc2OC)CC1	1.6	55	0.2%	12.4%	-2.0%	4.3%	1.2%	-6.3%	i	60.8	-0.1%
Cc1[nH]c2ccccc2c1SCCNC(=O)c1ccc(S(=O)(=O)N2CCCC2)cc1	0.4	50	0.0%	-6.4%	7.7%	1.7%	0.3%	-6.9%	i	51.2	-0.2%
CCCC(=O)Nc1ccc(C(=O)Nc2ccc([N+](=O)[O-])cc2OC)cc1	5.5	55	-1.9%	-1.2%	0.4%	-1.7%	0.0%	-4.2%	i	55.2	0.5%
CCCCCn1c(Sc2ccccc2)nc2c1c(=O)[nH]c(=O)n2C	13.0	87	0.0%	-2.1%	-2.2%	8.1%	2.7%	-2.1%	i	31.3	-0.1%
Cc1ccc(CNCC(O)(c2ccc(F)cc2)c2ccc(F)cc2)cc1	2.7	41	-1.0%	-0.4%	-8.9%	26.8%	13.9%	15.0%	i	30.6	-2.0%	Dengue-2 NS5 capping pilot replicate=2.3
C/C(=N\NC(=O)C(N)=O)c1ccc(Br)cc1	0.2	73	-0.1%[50 µM]	10.6%	6.6%	0.1%	5.3%	0.3%	i	55.7	0.1%
COc1ccc(C(CC(=O)Nc2ccccc2OC)n2cccc2)cc1 (centres undefined)	1.8	91	5.7%	-3.4%	5.8%	-3.4%	2.0%	-3.3%	i	53.1	0.0%
COc1ccc2c(Cl)c(C(=O)N/N=C/c3c(C)[nH]c4ccccc34)sc2c1	10.2	78	1.3%	3.0%	7.2%	10.3%	3.4%	-5.2%	i	42.8	-0.3%
O=C(NCCc1cccs1)c1ccc(CS(=O)Cc2ccc(Cl)cc2)o1 (centres undefined)	-1.4	61	-0.3%	-4.2%	5.6%	9.2%	3.3%	-6.2%	i	5.6	1.5%
COc1ccc(-c2n[nH]c(=S)n2/N=C/C=C/c2ccccc2OC)cc1	6.0	56	5.4%	-6.0%	11.2%	8.2%	0.9%	-1.5%	i	32.4	-0.1%
Cc1ccc(S(=O)(=O)Nc2cc(-c3ccccc3)nn2C)cc1Cl	0.6	52	.	2.1%	.	-14.5%	2.6%	.	i	37.3	1.0%
CC1(C)Cc2c(sc3c2C2=NCCN2C=N3)CS1	0.2	54	0.2%	8.6%	10.0%	2.0%	0.7%	-2.8%	i	29.7	-0.2%
CCOC(=O)C1=C(CS(=O)(=O)c2ccc(C)c(C)c2)NC(=O)NC1c1ccc(O)cc1 (centres undefined)	0.7	34	-0.4%	-0.7%	6.7%	16.7%	-0.5%	-15.1%	i	2.9	-0.1%
Cc1ccc(S(=O)(=O)NC(Cc2ccccc2)C(=O)NN)cc1 (centres undefined)	-2.5	18	0.1%	-0.5%	5.0%	2.3%	-0.2%	-1.7%	i	66.0	0.0%
COC(=O)Cn1cnc2c(oc3ccccc32)c1=O	-1.2	74	0.3%	6.4%	-1.3%	-0.1%	1.8%	-3.7%	i	45.6	0.9%
O=C(CN1CCN(S(=O)(=O)c2ccc(Cl)cc2)CC1)NCC1(N2CCOCC2)CCCCC1	2.4	52	0.4%[50 µM]	.	3.4%	.	0.1%	8.4%	i	7.2	.
CCOC(=O)c1cc2c(=O)c3cc(C)ccc3oc2nc1C	-0.6	81	0.0%	-0.7%	4.7%	5.4%	0.2%	-3.3%	i	50.8	-0.5%
CCCCc1nnc(NC(=O)C2CC(=O)N(c3ccc4c(c3)OCCO4)C2)s1 (centres undefined)	-1.8	54	1.5%[50 µM]	3.6%	9.4%	-2.4%	1.2%	-8.0%	i	52.4	-0.3%
Cc1nc(N2CCC(C)CC2)c2c(C)c(C(=O)Nc3ccc(C(F)(F)F)cc3)sc2n1	2.2	88	0.7%	-2.9%	9.8%	7.3%	21.0%	0.9%	i	50.4	-0.6%
CCOC(=O)c1c(C)[nH]c(C(=O)CSc2nc3ccccc3o2)c1C	0.8	76	0.4%	5.0%	10.3%	10.7%	1.5%	3.3%	i	55.0	0.0%

Next section; it opens with the 3 that closed the last part.
SMILES	NTR1 ag	NTR1 ag cell count 20 µM	K1F lysis inhibition	PhoP inhibition	Rac1 GTP hydrolysis	SV40 large T antigen	RSV antiviral HEp-2	Dengue-2 NS5 capping	T cell HTS	T cell HTS vesicle-bound %	West Nile antiviral	others
CCCCc1nnc(NC(=O)C2CC(=O)N(c3ccc4c(c3)OCCO4)C2)s1 (centres undefined)	-1.8	54	1.5%[50 µM]	3.6%	9.4%	-2.4%	1.2%	-8.0%	i	52.4	-0.3%
Cc1nc(N2CCC(C)CC2)c2c(C)c(C(=O)Nc3ccc(C(F)(F)F)cc3)sc2n1	2.2	88	0.7%	-2.9%	9.8%	7.3%	21.0%	0.9%	i	50.4	-0.6%
CCOC(=O)c1c(C)[nH]c(C(=O)CSc2nc3ccccc3o2)c1C	0.8	76	0.4%	5.0%	10.3%	10.7%	1.5%	3.3%	i	55.0	0.0%
O=C(NCc1cccnc1)c1ccc(COc2ccc3c(c2)CCC3)o1	1.1	59	0.0%	3.1%	14.6%	0.0%	1.2%	2.1%	i	13.2	1.6%
CCCCN(C(=O)CNC(=O)c1ccco1)C(C(=O)NC1CCCCC1)c1cccnc1 (centres undefined)	-0.5	59	0.1%	-1.0%	5.5%	11.8%	0.5%	-6.5%	i	17.7	-0.2%
COCCN=C1OC(=O)N2C(=O)C3=C4[C@@H](C[C@H]5C(=O)N(c6ccccc6)C(=O)[C@H]5[C@H]4[C@@]12Cc1ccccc1)[C@H]1C(=O)N(c2ccccc2)C(=O)[C@H]1[C@H]3C	1.3	57	0.4%	-2.1%	2.9%	12.0%	-1.0%	-3.4%	i	48.5	-1.0%
COc1ccc(C)cc1NC(=O)c1ccc(-c2ccc(C(C)=O)cc2)o1	3.5	51	0.3%	-1.0%	4.2%	22.5%	14.1%	-9.8%	i	21.2	-0.4%
COc1ccccc1CC(=O)Nc1ccc2c(C)cc(=O)oc2c1	0.6	54	i	-7.1%	4.9%	8.8%	2.2%	.	i	65.1	-1.3%
CC(Sc1ccccn1)C(=O)Nc1ccc2c(c1)OCO2 (centres undefined)	-1.0	66	0.6%[50 µM]	.	3.8%	.	1.4%	-3.0%	i	34.9	.
Cc1cccc2c1OCC/C2=N\NC(=O)COc1ccccc1	-0.4	49	5.3%	-0.4%	6.9%	3.9%	1.5%	-7.4%	i	43.2	-1.3%
COc1cc(CNc2ccc(N3CCOCC3)cc2)cc(Br)c1OC	1.3	80	1.8%	4.6%	15.4µM*	29.9%	?	23.8%	i	21.5	-0.6%
Clc1ccc2nc(-c3cccc(SC4CCCCC4)c3)c(NCc3ccccc3)n2c1	-2.8	61	2.7%	5.2%	2.9%	-0.8%	-1.7%	-4.1%	i	11.4	.
O=C(NCCc1ccc(C(F)(F)F)cc1)C1CC(=O)N(Cc2ccccc2)C1 (centres undefined)	0.0	78	-0.1%[50 µM]	.	2.9%	.	0.9%	0.4%	i	43.4	.
O=C(CCc1c[nH]c2ccccc12)N1CCN(c2ccc(F)cc2)CC1	0.2	40	0.0%	-5.5%	6.5%	1.8%	1.1%	-5.4%	i	9.0	0.0%
c1coc(-c2nc(-c3ccco3)c(-c3ccco3)nc2-c2ccco2)c1	-0.7	61	0.5%	7.0%	?	76.4µM*	-1.6%	?	i	39.2	1.1%
O=C(Nc1ccccc1Oc1ccccc1)c1cccs1	1.5	67	0.1%	9.3%	8.4%	7.2%	0.4%	-2.0%	i	5.4	0.7%
CCNc1nc(NCC)n2c(SCC(=O)Nc3ccccc3C(F)(F)F)nnc2n1	1.3	56	0.7%[50 µM]	-8.0%	4.4%	14.3%	-1.0%	-3.7%	i	57.4	.
COc1ccccc1N(CC(=O)Nc1ccccc1C(F)(F)F)S(=O)(=O)c1cccs1	1.0	55	0.1%[50 µM]	.	2.6%	.	.	6.2%	i	55.2	.
COc1ccc(CCNC(=O)C(=O)N/N=C/c2cccs2)cc1OC	-0.5	38	-0.2%	7.8%	3.0%	15.7%	-1.0%	-0.8%	i	47.5	0.1%
CC1CCCN(C(=O)c2ccc(S(=O)(=O)N3CCC(c4nc5ccccc5s4)CC3)cc2)C1 (centres undefined)	3.6	51	0.4%	.	16.5%	.	4.0%	2.1%	i	7.4	-0.1%
NC(=O)C1CCN(c2nc(-c3ccccc3C(F)(F)F)cs2)CC1	-3.5	65	1.2%	.	11.8%	.	.	-21.2%	i	20.0	.

Filtered by structure, those above containing a nitro group on carbon
SMILES	NTR1 ag	NTR1 ag cell count 20 µM	K1F lysis inhibition	PhoP inhibition	Rac1 GTP hydrolysis	SV40 large T antigen	RSV antiviral HEp-2	Dengue-2 NS5 capping	T cell HTS	T cell HTS vesicle-bound %	West Nile antiviral	others
O=[N+]([O-])c1ccc(Cl)c(S(=O)(=O)Nc2cccc(-c3ccc(N4CCCC4)nn3)c2)c1	1.9	77	0.1%[50 µM]	-0.1%	4.5%	13.0%	55.0%	0.0%	i	40.0	.
CCCC(=O)Nc1ccc(C(=O)Nc2ccc([N+](=O)[O-])cc2OC)cc1	5.5	55	-1.9%	-1.2%	0.4%	-1.7%	0.0%	-4.2%	i	55.2	0.5%

Bioassay records as filed in PubChem BioAssay.

Rows were taken by chance (roughly 1.5% active in at least one column).
